KCNK9 inh: KCNK9 potassium channel inhibitors, primary screen, HEK293 cells, thallium flux. Potassium channel subfamily K member 9 (Homo sapiens), Q9NPC2. FluxOR thallium flux fluorescence; active compounds read low. B-score at 10 µM. 310,000 tested, 1.2% active;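 active means ratio B-score over 3 SD below the library mean, with starting fluorescence within 5 SD of its mean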;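 further: negative B-score means less thallium flux so channel inhibition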
Target sequence (Q9NPC2 whole entry, looked up): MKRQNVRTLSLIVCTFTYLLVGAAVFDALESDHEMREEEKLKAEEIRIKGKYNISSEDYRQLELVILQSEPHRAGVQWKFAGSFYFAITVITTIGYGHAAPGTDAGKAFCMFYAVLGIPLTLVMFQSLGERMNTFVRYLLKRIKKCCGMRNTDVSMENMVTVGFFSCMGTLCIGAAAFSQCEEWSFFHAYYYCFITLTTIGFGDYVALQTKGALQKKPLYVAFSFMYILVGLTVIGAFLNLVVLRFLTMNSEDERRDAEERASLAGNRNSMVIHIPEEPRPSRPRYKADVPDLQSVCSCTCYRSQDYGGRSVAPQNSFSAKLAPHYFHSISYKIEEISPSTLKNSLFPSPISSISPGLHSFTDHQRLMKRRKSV
TMEM16A inh: TMEM16A chloride channel inhibitors, primary screen, cell-based, HTS; Anoctamin-1 (Mus musculus), Q8BHY3; HEK293 TMEM16A/YFP iodide influx fluorescence, ionomycin; normalized B-score (activity score, 25-100; higher = stronger inhibition) at 10 µM; 310,000 tested, 1.2% active;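 active means ratio plate-corrected score three or more library SD toward inhibition, starting fluorescence score within five deviations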;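 further: score derived from kinetic fluorescence span divided by baseline fluorescence per well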
KCNQ1 block: inhibitors of human KCNQ1 channel, primary screen, cell-based, thallium flux, high-throughput | 310,000 tested, 1.3% active | AID 2642, 2010 | CHO-K1 KCNQ1, FluxOR thallium flux fluorescence; active compounds read high | Potassium voltage-gated channel subfamily KQT member 1 (Homo sapiens), P51787 | B-score at 10 µM;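 active means compounds whose thallium flux B-score, printed positive for inhibition, exceeds three library SD while starting fluorescence stays within three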;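 further: channel opened by potassium depolarization with thallium stimulus after 20 min compound exposure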
MrgX1 agonist: agonists of human MrgX1 receptor, primary screen, HEK293 cells, Fluo-4 calcium flux; Mas-related G-protein coupled receptor member X1 (Homo sapiens), Q96LB2; Fluo-4 calcium fluorescence, agonist mode; active compounds read high; B-score at 10 µM; 310,000 tested, 0.44% active; AID 588627, 2011;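 active means calcium response B-score plate-corrected fluorescence ratio at least 3 library SD, with starting fluorescence B-score inside 5 SD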
Target sequence (Q96LB2 whole entry, looked up): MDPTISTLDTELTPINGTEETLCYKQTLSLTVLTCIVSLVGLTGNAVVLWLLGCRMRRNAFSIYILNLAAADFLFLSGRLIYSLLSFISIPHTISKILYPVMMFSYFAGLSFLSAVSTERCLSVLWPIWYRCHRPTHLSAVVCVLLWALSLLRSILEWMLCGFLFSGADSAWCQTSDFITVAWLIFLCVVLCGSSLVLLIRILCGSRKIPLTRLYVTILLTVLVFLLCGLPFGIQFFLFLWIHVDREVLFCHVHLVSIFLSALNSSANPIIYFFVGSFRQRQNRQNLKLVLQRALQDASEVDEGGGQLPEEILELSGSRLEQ
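Assay system: MrgX1-expressing HEK293 cells / Amount: fifteen thousand cells per well / Doses: test compound in the initial addition of three / Timing: cells plated overnight, dye loaded 0.5 h 37 °C, 0.5 h room temperature / Technique: kinetic calcium dye fluorescence, Fluo-4 NW / Control set: positive and negative controls per plate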
hERG protect: hERG rescue from dofetilide block, primary screen, cell-based, CHO-hERG, FluxOR thallium flux, dofetilide IC70. 310,000 tested, 0.51% active. activation (rescue from dofetilide block), less the hit threshold, % at 10 µM. AID 1511, 2009. dofetilide IC70 present;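 active means activation above the mean of controls blocked by dofetilide plus 5 SD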;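 further: thallium influx through hERG after potassium depolarization seen as dye fluorescence rise; in these data hits start at about 4.7%; inactives centre near -7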
KCNK3 block: human KCNK3 channel inhibitors, primary screen, CHO cells, FluxOR thallium flux, B-score | Potassium channel subfamily K member 3 (Homo sapiens), O14649 | FluxOR fluorescence; active compounds read low | B-score at 10 µM | 340,000 tested, 0.84% active;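 active means B-score under library mean minus 4 SD, starting fluorescence ratio at most library mean plus 5 SD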;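 further: more negative B-score means stronger inhibition of thallium flux through KCNK3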
Target sequence (O14649 whole entry, looked up): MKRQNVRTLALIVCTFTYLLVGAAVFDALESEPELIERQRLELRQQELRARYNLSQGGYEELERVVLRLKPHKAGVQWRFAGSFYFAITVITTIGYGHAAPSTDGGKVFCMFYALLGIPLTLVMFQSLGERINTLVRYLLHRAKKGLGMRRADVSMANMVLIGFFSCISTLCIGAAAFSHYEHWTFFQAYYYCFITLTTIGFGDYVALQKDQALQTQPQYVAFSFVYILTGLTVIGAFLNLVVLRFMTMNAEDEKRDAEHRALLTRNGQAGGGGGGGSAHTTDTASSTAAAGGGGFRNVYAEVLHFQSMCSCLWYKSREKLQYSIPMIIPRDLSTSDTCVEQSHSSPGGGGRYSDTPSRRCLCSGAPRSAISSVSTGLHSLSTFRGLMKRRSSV
RGS4 pot: RGS4 potentiators or activators, primary screen, cell-based, HEK293 M3R inducible RGS4, calcium flux | carbachol calcium flux Fluo4; active compounds read low | B-score at 10 µM | 310,000 tested, 0.92% active;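 active means B-score of the integrated calcium signal more than 4 SD below the library mean, with starting fluorescence not abnormally high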;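 further: negative B-score means reduced calcium response which marks RGS4 activation or potentiation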
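Material: M3R-expressing HEK293 line, RGS4 induced by doxycycline | Schedule: Overnight RGS4 induction, 30 min dye load 37 °C, 20 min compound RT | Measured by: Fluo4 fluorescence kinetic imaging of calcium | Read-out: Integrated calcium ratio converted to B score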
KCNQ1 act: potentiators or activators of KCNQ1 channel, primary screen, cell-based, thallium flux, high-throughput; CHO-K1 KCNQ1, thallium flux FluxOR fluorescence; active compounds read high; Potassium voltage-gated channel subfamily KQT member 1 (Homo sapiens), P51787; 310,000 tested, 0.35% active; B-score at 10 µM;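 active means fluorescence ratio B-score, a plate-corrected score, at least three library SD, with initial intensity B-score within 5 SD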
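Assay system: CHO-K1 cells stably expressing KCNQ1. Medium: assay buffer for compound exposure, DMSO matched across wells. Timing: 37 °C overnight plating, 90-min dark dye load, 20-min compound pretreatment. Signal: kinetic FluxOR fluorescence, 10 s baseline plus 110 s post-stimulus.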
RGS4 block: RGS4 inhibitors, primary screen, cell-based, HEK293 M3R inducible RGS4, calcium flux. AID 463165, 2010. Fluo-4 calcium flux; active compounds read high; triggered by carbachol at its EC20. B-score at 10 µM. 310,000 tested, 0.45% active;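 active means B-score, a plate-corrected calcium signal, over three deviations above library mean, with baseline fluorescence within five deviations of library mean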;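 further: RGS4 expression induced by doxycycline in cells with stable M3 receptor; B-score is computed from the integrated fluorescence ratio over baseline after carbachol; higher B-score means a larger calcium signal and so more RGS4 inhibition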
TMEM16A act: TMEM16A chloride channel activators or potentiators, primary screen, cell-based, HTS | B-score at 10 µM | HEK293 TMEM16A/YFP-H148Q/I152L, iodide quench fluorescence; active compounds read low | AID 623877, 2012 | 340,000 tested, 0.3% active;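 active means fluorescence-ratio B-score plate-corrected deviation score at least 3 library SD below zero, with starting fluorescence score within 5 deviations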;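 further: channel opened by trigger with iodide after compound preincubation; score built on the fluorescence ratio of max minus min over baseline; more negative score means more quench and so TMEM16A activation or potentiation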
MrgX1 allo act: positive allosteric modulators of MrgX1, primary screen, HEK293 cells, Fluo-4 calcium flux; Mas-related G-protein coupled receptor member X1 (Homo sapiens), Q96LB2; FDSS; active compounds read high; B-score at 10 µM; 310,000 tested, 0.63% active; AID 588675, 2011;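 active means plate-corrected calcium response at least 3 library SD above typical, normal starting fluorescence, not activating the receptor alone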;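 further: compound read alongside a low EC10 to EC30 dose of BAM8-22 agonist; peak minus trough fluorescence over baseline measured at the second addition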
The depositor's hits bear a star; i = inactive; . = not tested or not shown.

SMILES	KCNK9 inh	TMEM16A inh	KCNQ1 block	MrgX1 agonist	hERG protect	KCNK3 block	RGS4 pot	KCNQ1 act	RGS4 block	TMEM16A act	MrgX1 allo act
C/C=C\C=C\C(=O)Nc1cccc(C2=NOC3(C2)C[C@H](C(N)=O)N(C(=O)c2ccccc2C(=O)c2ccccc2)C3)c1 (some centres undefined)	i	i	i	i	-4	.	i	i	i	.	i
Cc1ccc2nc(/C(C#N)=C\c3cc(O)ccc3[N+](=O)[O-])[nH]c2c1	i	i	i	i	-3	i	i	i	i	i	i
CN(c1ccc(C(=O)NCc2cccs2)cc1)S(=O)(=O)c1ccccc1	i	i	i	i	-18	i	i	i	i	i	i
COc1cc(NC(=O)C(F)(F)F)cc(OC)c1	i	i	i	i	-6	i	i	i	i	i	i
Cc1ccc(SCCC(=O)Nc2ccc(OCc3ccccc3)cc2)cc1	i	i	i	i	-4	i	i	i	i	i	i
CC1CC(c2ccccc2)NS(=O)(=O)O1 (centres undefined)	i	i	i	i	-8	i	i	i	i	i	i
O=C1/C(=C/c2ccccc2[N+](=O)[O-])COc2ccccc21	i	i	i	i	-23	i	i	i	i	i	i
O=C(NCc1ccncc1)Nc1ccccc1	i	i	i	i	-11	i	i	i	i	i	i
CN1CCN(S(=O)(=O)CC2(C)C3CCC2(C)C(=O)C3Br)CC1 (centres undefined)	i	i	i	i	-12	i	i	i	i	i	i
COc1ccc2oc(C(=O)Nc3ccc(N4CCOCC4)cc3)c(C)c2c1	i	i	i	i	-13	i	i	i	i	i	i
Cc1ccccc1OCC(O)Cn1c(Br)nc2c1c(=O)n(C)c(=O)n2C (centres undefined)	i	i	i	i	-11	i	i	i	i	i	i
Cc1cc(=O)n(CCC(=O)O)c2ccccc12	i	i	i	i	0	i	i	i	i	i	i
CCOC(=O)c1sc2nc(C)nc(NCCc3ccc(S(N)(=O)=O)cc3)c2c1C	i	i	i	i	-6	i	i	i	i	i	i
Clc1ccccc1N/N=C/c1ccc2c(c1)OCO2	i	i	i	i	-8	i	i	i	i	i	i
Cc1cc(C)n(-c2cccc(C(=O)O)c2)n1	i	i	i	i	-8	i	i	i	i	i	i
COc1cc(OC)c(-n2cc(-c3ccc(Cl)cc3)[nH]c2=O)cc1Cl	i	i	i	i	-7	i	i	i	i	i	i
O=C(Nc1ccc(-c2nnc(-c3ccccc3)o2)cc1)C1CCCO1 (centres undefined)	i	i	i	i	-9	i	i	i	i	i	i
COC(=O)CCCC(=O)NCC1(N(C)Cc2ccccc2)Cc2ccccc2C1	i	i	i	i	-6	i	i	i	i	i	i
O=C(N/N=C/c1ccncc1)c1ccc(COc2cccc3cccnc23)cc1	i	i	i	i	-13	i	i	i	i	i	i
CCS(=O)(=O)NCc1csc(C)n1	i	i	i	i	-1	i	i	i	i	i	i
COC(=O)CSc1nnnn1-c1cccc2ccccc12	i	i	i	i	1	i	i	i	i	i	i
O=C(CSc1ccc(-c2ccccn2)nn1)c1ccc([N+](=O)[O-])cc1	i	i	i	i	-8	i	i	i	i	i	i
N#Cc1c(NC(=O)CCN2C(=O)c3ccccc3C2=O)oc(-c2ccccc2)c1-c1ccccc1	i	i	i	i	-10	i	i	i	i	i	i
CCOc1ccc(-c2csc(NC(=O)c3cccc(N4C(=O)CCC4=O)c3)n2)cc1	i	i	i	i	-15	i	i	i	i	i	i
C[N+]1(CCN2C(=O)C3CC=C(Cl)CC3C2=O)CCOCC1 (centres undefined)	i	i	i	i	-8	i	i	i	i	i	i

The list continues.
SMILES	KCNK9 inh	TMEM16A inh	KCNQ1 block	MrgX1 agonist	hERG protect	KCNK3 block	RGS4 pot	KCNQ1 act	RGS4 block	TMEM16A act	MrgX1 allo act
CCN(Cc1ccc(OC)c(F)c1)C(=O)c1cc2ccccc2o1	i	i	i	i	-6	i	i	i	i	i	i
CCCC(=O)Nc1ccccc1NC(=O)c1ccc(OC)cc1	i	i	i	i	-6	i	i	i	i	i	i
O=C(c1ccc(F)cc1)N1CCN(C2CCC(c3ccccc3)CC2)CC1 (centres undefined)	i	i	i	i	-11	i	i	i	i	i	i
CCn1c2ccccc2c2cc(NC(=O)CSc3nnnn3-c3ccccc3)ccc21	i	i	i	i	-8	i	i	i	i	i	i
CC1=CC2=NC(=O)/C(=C\c3cn(C)c4ccccc34)C(=N)N2O1	i	i	i	i	-5	i	i	i	i	i	i
Cc1ccn2cc(-c3cccc(S(=O)(=O)N4CCCC4)c3)nc2c1	i	i	i	i	-11	i	i	i	i	i	i
Cc1ccc(NC(=O)CSCc2n[nH]c(=O)[nH]2)c(Br)c1	i	i	i	i	-4	i	i	i	i	i	i
CCOCCn1c(C(C)C)nc2ccccc21	i	i	i	i	-6	i	i	i	i	i	i
COc1ccccc1NC(=S)NC(C)C(c1cccs1)N1CCOCC1 (centres undefined)	i	i	i	i	-10	i	i	i	i	i	i
O=C(Nc1ccccc1)Nc1nnc(COc2ccccc2F)s1	i	i	i	i	-7	i	i	i	i	i	i
COc1ccc(C2N(c3ccc(Cl)cc3)C(=O)C3CCCN32)cc1 (centres undefined)	i	i	i	i	-6	i	i	i	i	i	i
NC(=O)c1ccsc1NC(=O)CS(=O)(=O)c1ccc(Cl)cc1	i	i	i	i	-6	i	i	i	i	i	i
CN(C)S(=O)(=O)c1ccc(N2CCCC2)c(C(=O)NCC2CCCCC2)c1	i	i	i	i	-7	i	i	i	i	i	i
COc1cc(C(=O)NCCOc2ccc(C)c(C)c2)cc(OC)c1OC	i	i	i	i	-1	i	i	i	i	i	i
CN(C)c1ccnc2sc(C(=O)NCc3ccccc3)c(N)c12	i	i	i	i	-9	i	i	i	i	i	i
O=C(NC1CCCc2ccccc21)C1CCN(S(=O)(=O)c2cccc(C(F)(F)F)c2)CC1 (centres undefined)	i	i	i	i	-4	i	i	i	i	i	i
O=C(CSc1nnc(SCc2ccc(Cl)cc2)s1)N/N=C/c1ccc(C(=O)O)cc1	i	i	i	i	-4	i	i	i	i	i	i
COc1ccc(C(CNC(=O)COc2ccc(-c3ccccc3)cc2)N2CCOCC2)cc1 (centres undefined)	i	i	i	i	-7	i	i	i	i	i	i
c1ccc(-c2cc(-c3nn4c(-c5ccco5)nnc4s3)c3ccccc3n2)cc1	i	i	i	i	-14	i	i	i	i	i	i
CSc1cccc(NC(=O)CN(c2ccccc2)S(=O)(=O)N(C)C)c1	i	i	i	i	-8	i	i	i	i	i	i
CCC(C)NC(=O)CC1Oc2ccc(C)cc2NC1=O (centres undefined)	i	i	i	i	-8	i	i	i	i	i	i
CCC(CC)c1nnc(NC(=O)C23CC4CC(CC(NC(C)=O)(C4)C2)C3)s1	i	i	i	i	-2	i	i	i	i	i	i
COc1ccc(N2Cc3ccccc3/C2=N\C(=O)Nc2ccccc2)cc1	i	i	i	i	-8	i	i	i	i	i	i
Fc1cccc(CNC2CCN(CCc3ccccc3)CC2)c1	i	i	i	i	-3	i	i	i	i	i	i
O=C(COc1ccc2oc(-c3ccccc3)cc(=O)c2c1)NCc1ccco1	i	i	i	i	-10	i	i	i	i	i	i

In the list so far, these contain a COOH group:
SMILES	KCNK9 inh	TMEM16A inh	KCNQ1 block	MrgX1 agonist	hERG protect	KCNK3 block	RGS4 pot	KCNQ1 act	RGS4 block	TMEM16A act	MrgX1 allo act
Cc1cc(=O)n(CCC(=O)O)c2ccccc12	i	i	i	i	0	i	i	i	i	i	i
Cc1cc(C)n(-c2cccc(C(=O)O)c2)n1	i	i	i	i	-8	i	i	i	i	i	i
O=C(CSc1nnc(SCc2ccc(Cl)cc2)s1)N/N=C/c1ccc(C(=O)O)cc1	i	i	i	i	-4	i	i	i	i	i	i

(listing goes on)
SMILES	KCNK9 inh	TMEM16A inh	KCNQ1 block	MrgX1 agonist	hERG protect	KCNK3 block	RGS4 pot	KCNQ1 act	RGS4 block	TMEM16A act	MrgX1 allo act
CN1CCN(C(=S)NC(=O)c2ccc(S(=O)(=O)N3CCOCC3)cc2)CC1	i	i	i	i	-15	i	i	i	i	i	i
O=C(Oc1ccccc1Cl)c1ccc2c(=O)n3c(nc2c1)CCC3	i	i	i	i	-13	i	i	i	i	i	i
CCc1ccc(NC(=O)C2CCCN2C(=O)NC2CCCCC2)cc1 (centres undefined)	i	i	i	i	-5	i	i	i	i	i	i
S=c1[nH]nc(C2CCCCC2)n1/N=C/c1cccc(Br)c1	i	i	i	i	-2	i	i	i	i	i	i
CSc1ccccc1NC(=O)CSc1n[nH]c(C)c1[N+](=O)[O-]	i	i	i	i	-12	i	i	i	i	i	i
CCOc1ccccc1CNS(=O)(=O)c1ccc2[nH]c(=O)sc2c1	i	i	i	i	-7	i	i	i	i	i	i
CCc1ccc(NC(=O)c2cnc(N3CCN(c4ccccn4)CC3)c3ccccc23)cc1	i	i	8*	i	-27	i	-7.2*	i	i	i	i
Cc1ccccc1-n1c(SCc2csc(Nc3ccccc3)n2)nnc1-c1cccnc1	i	i	i	i	-18	i	i	i	i	i	i
O=C1OC(C(=O)NCc2ccccc2)Cc2ccccc21 (centres undefined)	i	i	i	i	-16	i	i	i	i	i	i
O=C(CNC(=O)c1ccccc1Cl)c1ccccc1	i	i	i	i	-2	i	i	i	i	i	i
O=C(CCc1nc2ccccc2c(=O)[nH]1)Nc1ccccc1N1CCCC1	i	i	i	i	-19	i	i	i	i	i	i
CSc1cccc(-c2nnc(NC(=O)c3cccc(N4C(=O)CCC4=O)c3)o2)c1	i	i	i	i	-3	i	i	i	i	i	i
Cc1c(C(=O)Oc2cccc3ccccc23)cnn1-c1ccccc1	i	100*	i	i	-10	i	i	i	i	i	i
CCc1ccc2oc(=O)cc(CN3CCN(c4ccc(F)cc4)CC3)c2c1	i	i	i	i	-3	i	i	i	i	i	i
